Peg3 promoter = Peg3 promoter activity inhibition. HeLa PEG-Prom luciferase reporter, luminescence, overnight. inhibition, % at 20 µM. hit rate 1.7% among 360,000. AID 588405;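 active = inhibition of at least 50% at 20 µM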
hiPSC survival = increases survival of single human iPS cells | hiPSC single-cell survival, ATPlite luminescence; 100% = ROCK inhibitor wells, 0% = DMSO | survival enhancement, % at 20 µM | hit rate 0.044% among 360,000 | AID 602274; in the data active = survival enhancement above about 18%;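 also: cells exposed to compounds for 16 hours before the ATP read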
CF NFkB inh = cystic fibrosis NF-kB activation inhibition | AID 588850 | inhibition, % at 5 µM | hit rate 0.86% among 360,000 | KKLEB NF-kB-GFP reporter, PAF-induced, GFP fluorescence overnight;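 active = at least 50% inhibition at 5 µM, scaled per plate between neutral and stimulator controls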;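 also: PAF is a Pseudomonas aeruginosa culture filtrate used as stimulus; plate controls were PAF-stimulated DMSO wells for no effect and unstimulated DMSO wells for full effect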
TWEAK Fn14 block = blocks TWEAK-Fn14 interaction in a reporter cell assay; TWEAK-stimulated Fn14 reporter cells, luciferase luminescence, 8 h; inhibition, % at 10 µM; hit rate 2% among 360,000; AID 1159606; in the data active = inhibition above about 50%
MITF TRPM1 inh = inhibitors of MITF-driven TRPM1 promoter in melanoma cells | SK-MEL-5 TRPM1 promoter luciferase, 24 h | hit rate 0.83% among 330,000 | inhibition, % at 12.5 µM;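 active = mean inhibition across replicates of 60% or more, whatever share of single replicates reaches that level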; also: values of inactives mirror those of a sister screen read the other way
KKLEB cytotox = CF airway cell cytotoxicity counter-screen. KKLEB CF airway cells viability, ATPlite luminescence, overnight; active compounds read low; cells stimulated with P. aeruginosa culture filtrate. activity change (cytotoxicity), % at 5 µM. hit rate 0.36% among 360,000. AID 602141;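 active = corrected activity change at or below -50% at 5 µM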
Shn3 3UTR inh = reduces Shn3 3'UTR luciferase signal in osteoblasts. hit rate 0.52% among 360,000. inhibition, % at 12.5 µM. AID 588674. Clone20 osteoblast Shn3 3'UTR firefly luciferase, 24 h;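 active = mean inhibition of at least 75% with every replicate also reaching 75%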;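 also: 0% = median of neutral control wells and 100% = pilot-screen positive control compound; some compounds past the cut are filed as inactive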
aDG glyco up = increases alpha dystroglycan glycosylation; Pro5-aDG cells, alpha-DG glycosylation AlphaScreen (IIH6); 0% Pro5, 100% B10-LARGE cell signal; activation, % at 10 µM; hit rate 0.22% among 360,000;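 active = activation of at least 8% versus controls, or a plate z-score of at least 8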;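 also: Pro5 are CHO cells carrying HIG-tagged alpha-DG that lacks glycosylation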
HIF-2a block = blocks HIF-2a reporter activity; 786-0 RCC cells HIF-2a reporter, luciferase luminescence, overnight; inhibition, % at 18.8 µM; hit rate 0.72% among 360,000;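 active = inhibition of the luminescence signal of 40% or more relative to plate controls, in a single-dose primary screen at 18.75 µM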
NR2E3 ag-1 = human photoreceptor-specific nuclear receptor agonism; Q9Y5X4; CHO-S Gal4-NCOR/VP16-NR2E3 two-hybrid, luciferase; inhibition of corepressor binding, % at 3.98 µM; hit rate 0.35% among 360,000; AID 602229;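 active = inhibition above the mean of all tested compounds plus 3 SD, cut at about 70% in these data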;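 also: 0% = DMSO with NR2E3 transfected cells and 100% = cells lacking NR2E3 construct; higher means lower luciferase signal from less NR2E3 corepressor binding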
Target sequence (Q9Y5X4 whole entry, looked up, the tested form may be a part): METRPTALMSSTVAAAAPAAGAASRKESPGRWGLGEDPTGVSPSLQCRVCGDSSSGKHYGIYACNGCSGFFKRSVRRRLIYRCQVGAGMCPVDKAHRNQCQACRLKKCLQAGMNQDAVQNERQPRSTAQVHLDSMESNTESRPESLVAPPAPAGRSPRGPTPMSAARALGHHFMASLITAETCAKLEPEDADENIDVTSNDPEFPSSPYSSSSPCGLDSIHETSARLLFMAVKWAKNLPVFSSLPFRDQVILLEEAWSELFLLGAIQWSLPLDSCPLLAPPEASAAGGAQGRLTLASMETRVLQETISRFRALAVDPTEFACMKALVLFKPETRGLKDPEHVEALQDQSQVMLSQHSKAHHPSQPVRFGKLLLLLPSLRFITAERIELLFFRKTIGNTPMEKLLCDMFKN
NR2E3 ag-2 = activates human photoreceptor nuclear receptor NR2E3. AID 2300. GST-NR2E3/biotin-RetCOR TR-FRET, 1536-well. hit rate 0.12% among 320,000. inhibition of corepressor binding, % at 4.78 µM;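 active = percent inhibition above the cutoff of mean plus 3 SD of all tested compounds, set per screening campaign, cut at about 20% in these data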;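 also: 0% = DMSO wells and 100% = biotin wells as full block of FRET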
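Material: NR2E3–RetCOR corepressor complex / Amount: 1.35 nM GST-NR2E3 / Medium: Tris pH 7.5 / Compound: single nominal compound dose of 4.8 µM / Incubation: 5 h at 4 °C / Technique: TR-FRET, Eu(K)-anti-GST donor, streptavidin-D2 acceptor, ex 340, em 617/671 nm / Read-out basis: percent loss of FRET ratio relative to control wells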
Active calls of the source: *; · = not tested or not shown.

Compound	Peg3 promoter	hiPSC survival	CF NFkB inh	TWEAK Fn14 block	MITF TRPM1 inh	KKLEB cytotox	Shn3 3UTR inh	aDG glyco up	HIF-2a block	NR2E3 ag-1	NR2E3 ag-2
c1ccc(CSc2n[nH]c(-c3ccco3)n2)cc1	-90	1.2	1	-1	-23	3	-52	-0.1	-101	-23	-4
COc1ccc2nc(NC(=O)Cn3cnc4c(=O)n(C)c(=O)n(C)c43)sc2c1	12	6.9	5	-11	-2	6	10	0.0	-4	2	1
COc1cc(NC(=O)CCCc2c[nH]c3ccccc23)cc(OC)c1	34	-0.1	-1	-40	5	8	20	0.1	3	14	2
CCOc1ccc(C(=O)NC(=S)Nc2ncccc2C)cc1[N+](=O)[O-]	41	-0.9	-20	-36	-22	8	-36	0.0	-101	-23	1
Cc1cccc(C)c1NC(=O)C1CSC2(C)CCC(=O)N12 (stereo not drawn)	-3	0.2	11	18	-9	-2	3	-0.2	3	8	-3
COc1ccc(OC)c(CNC(=O)CCN2C(=O)COc3ccccc32)c1	6	-0.5	-5	-2	8	-5	0	-0.1	8	6	2
N#CC(C#N)=CC1=C2OC(c3ccccc3)=CC(c3ccccc3)=C2CCC1	8	-2.8	20	26	25	-9	12	-0.1	5	-14	2
COc1ccc(S(=O)(=O)NNC(=O)c2cccs2)cc1	15	0.5	-13	-12	8	-5	-11	-0.4	3	-2	1
Cc1cc(=O)oc2c(C)c(OC(C)C(=O)N3CC[C@@]4(O)CCCC[C@H]4C3)ccc12 (stereo partly drawn)	0	-1.6	6	-19	-1	-14	-11	0.5	4	-7	0
CC(=O)NNc1nc(-c2ccc(C)cc2)cs1	-68	0.6	-4	-18	-13	6	-45	-0.2	-107	-4	0
COC(=O)c1cccc(NC(=O)c2cccnc2C(=O)O)c1C	-8	-0.8	4	1	8	0	2	0.3	13	2	6
Cc1ccc(-n2c(C)cc(/C=C3/C(=N)N4C(c5ccccc5)=CSC4=NC3=O)c2C)cc1	-21	0.5	26	11	-1	-7	-23	0.4	-9	-11	-1
O=C(NCc1ccccc1)C1=C[C@@H](c2coc3ccccc3c2=O)C[C@@H](OCCCCO)O1	1	-1.9	-12	0	4	8	-7	0.1	13	-9	4
Cc1cccc(C)c1NC(=O)CNC(=O)c1cnccn1	-4	-0.1	-3	11	3	-7	25	0.1	3	11	·
CC(C)[C@H](NC(=O)c1ccc(F)cc1)C(=O)N(C)Cc1cccs1	8	-0.2	8	-3	-4	-2	-3	-0.1	-14	0	1
CN1CCN(C(=O)c2ccccc2NC(=O)CCN2C(=O)c3ccccc3C2=O)CC1	8	7.3	-10	-5	15	-5	-5	-0.4	13	12	2

Rewritten field by field: part of the list above.
Cc1cc(=O)oc2c(C)c(OC(C)C(=O)N3CC[C@@]4(O)CCCC[C@H]4C3)ccc12 (stereo partly drawn)
  Peg3 promoter: 0 | hiPSC survival: -1.6 | CF NFkB inh: 6 | TWEAK Fn14 block: -19 | MITF TRPM1 inh: -1 | KKLEB cytotox: -14 | Shn3 3UTR inh: -11 | aDG glyco up: 0.5 | HIF-2a block: 4 | NR2E3 ag-1: -7 | NR2E3 ag-2: 0

CC(=O)NNc1nc(-c2ccc(C)cc2)cs1
  Peg3 promoter: -68 | hiPSC survival: 0.6 | CF NFkB inh: -4 | TWEAK Fn14 block: -18 | MITF TRPM1 inh: -13 | KKLEB cytotox: 6 | Shn3 3UTR inh: -45 | aDG glyco up: -0.2 | HIF-2a block: -107 | NR2E3 ag-1: -4 | NR2E3 ag-2: 0

Later entries:
Compound	Peg3 promoter	hiPSC survival	CF NFkB inh	TWEAK Fn14 block	MITF TRPM1 inh	KKLEB cytotox	Shn3 3UTR inh	aDG glyco up	HIF-2a block	NR2E3 ag-1	NR2E3 ag-2
N#Cc1ccc(C(=O)OCC(=O)N2CCN(C(=O)c3ccco3)CC2)cc1	2	-1.9	-12	32	6	-4	3	0.0	-20	-19	·
O=C(c1ccccc1)c1ccc(OC(=O)N2CCCC2)cc1	-162	-1.2	13	-16	-38	-5	-29	0.0	-169	-95	-4
CC(O)CNCc1ccc(Cl)cc1Cl (stereo not drawn)	-2	0.8	8	-24	-4	3	-2	0.1	14	18	-1
O=C(Cn1c2ccccc2c(=O)c2ccccc21)Nc1ccccc1F	13	1.1	-14	-16	-3	2	-13	0.5	23	-20	-10
COc1ccc(CNC(=O)C(=O)NCCC2CCCCN2S(=O)(=O)c2ccc(C)cc2)cc1 (stereo not drawn)	21	0.9	16	18	10	-12	-2	0.5	33	-11	3
CCOC(=O)n1c(=O)n(Cc2ccccc2C)c2ccccc21	-13	-1.0	-19	-8	7	11	-5	0.2	9	2	4
N#Cc1ccc(C(=O)NCC2CCCCC2)cc1	-10	-0.5	-6	19	-12	3	5	0.0	-32	-58	0
C[C@H](NC(=O)C1CC(=O)N(c2ccc3c(c2)OCCO3)C1)C(=O)NCc1ccco1 (stereo partly drawn)	-3	0.1	9	6	-6	7	-15	-0.1	4	21	-6
CCc1ccc(OCC(=O)N2CCN=C2c2ccccc2)cc1	8	-2.1	-4	17	10	8	2	-0.2	6	11	-2
COC(=O)c1c(N)sc(C(=O)NCCc2ccccc2)c1C	78*	-0.2	-4	99*	63*	-20	31	0.1	66*	-20	·
O=C1c2ccccc2NC2(CCCCC2)N1c1ccc(O)cc1	-92	-0.9	-9	-32	-27	7	-20	-0.1	-131	-32	-4
CCc1nc2ccccc2c(C(=O)OCC(=O)N(C)Cc2ccccc2)c1C	-32	0.2	31	-13	-11	-8	10	0.1	-56	8	·
O=c1cc(O)nc(-c2ccc(Cl)cc2)s1	-17	0.3	-6	-12	5	-1	12	-0.2	-7	18	3
COc1c(F)c(F)c(-c2csc(N)n2)c(F)c1F	-17	-1.8	-7	0	-7	0	5	0.1	-15	-26	0
O=C1[C@H](Cc2ccccc2)NCCCC[C@H](c2ccc(Cl)cc2)N1Cc1ccc(Cl)cc1	19	-2.2	27	-4	8	-21	2	0.6	17	2	·
CC(C)c1nc2oc3c(N4CCNCC4)ncnc3c2c2c1CCC2	6	-0.3	12	-9	3	-10	-19	0.1	8	-12	·
CCN(CCO)CC1CCCC2CCCCC21 (stereo not drawn)	·	-2.3	·	-20	·	·	·	-0.3	16	8	·
O=C1CN(C(=O)c2cc3ccccc3oc2=O)C(c2ccccc2)c2cc(F)ccc2N1 (stereo not drawn)	2	-0.3	-9	10	-13	-3	-3	2.5	13	-3	2
CC(C)NC(=O)C1(C)CCN1C(=O)c1ccccc1F (stereo not drawn)	4	-1.2	-2	-11	·	2	11	-0.3	3	7	·
Cc1ccc(C)c(NC(=O)C(CC(=O)O)C2CCCO2)c1 (stereo not drawn)	-2	0.1	26	2	14	-4	5	-0.1	7	6	4
Cc1nc(N2CCN(Cc3ccccc3)CC2)nc2c1C(=O)CC(c1ccco1)C2 (stereo not drawn)	20	-1.6	-8	9	12	14	26	0.6	-7	-22	2
COc1ccc(N2CC(C(=O)Nc3ccc(S(=O)(=O)Nc4nc(C)cc(C)n4)cc3)CC2=O)cc1 (stereo not drawn)	-5	1.7	7	3	10	-4	-19	-0.1	-3	-11	0
C[C@@H]1CN([C@@H](C)CO)C(=O)CCCn2nncc2CO[C@@H]1CN(C)S(=O)(=O)c1cccs1	6	1.2	-19	4	·	-6	-9	0.0	6	-30	·
COc1ccc(OCCSc2nnc(CCNC(=O)c3ccc(Cl)c(Cl)c3)n2C)cc1	9	0.2	-23	-20	3	2	40	0.3	6	23	0
COc1cccc(CN(C)C(=O)c2cc(COc3ccc(-n4cncn4)cc3)on2)c1	16	0.1	-12	4	9	-4	71	1.0	-2	66	3
COCCNC(=O)c1cc2c(=O)n3cccc(C)c3nc2n1C	1	-2.3	6	-25	-1	-4	6	-0.4	-21	6	5
COc1ccc(C(=O)NCC(=O)NCc2cc(=O)n(C)c(=O)n2C)cc1	-8	1.2	6	19	-10	1	1	-0.1	6	-28	-5
CC(C)(C)NC(=O)C(c1ccc(O)cc1)N(Cc1ccco1)C(=O)CCC(=O)Nc1ccccn1 (stereo not drawn)	18	0.4	-15	17	3	1	-2	0.0	8	9	0
Cc1[nH]c2ccc(C(=O)N3CCC(C(N)=O)CC3)cc2c1C	-73	-0.9	8	2	-5	5	2	-0.2	-18	-102	·
COc1ccc(C(=O)N/C(=C/c2cccs2)c2nc3ccccc3[nH]2)cc1OC	-7	-0.3	-10	-12	-6	-2	-9	-0.3	-12	-16	2
CCOC(=O)c1sc2nc3c(cc2c1N)COC(C(C)C)C3 (stereo not drawn)	-154	-2.6	-1	85*	-6	4	-20	0.5	-94	-33	4
COc1ccccc1CC(NC(C)=O)C(=O)NC1CCN(C(=O)Nc2ccccc2Cl)CC1 (stereo not drawn)	-9	-1.3	2	-2	4	-1	-3	0.4	2	-13	-1
O=S(=O)(NCc1ccc(Cl)cc1)c1cnc[nH]1	1	-0.8	2	0	-15	3	·	-0.2	14	-8	2
CCN(CC(=O)NC(C)(C)C)C(=O)CN1c2cccc3cccc(c23)S1(=O)=O	10	0.4	7	-6	13	-6	-2	0.0	12	1	-3
O=C(CCN1C(=O)S/C(=C/c2ccc(F)cc2)C1=O)Nc1ccc(O)c(C(=O)O)c1	5	-0.6	9	14	-2	-5	-4	-0.3	0	-25	-4
Cc1ccc(NC(=O)Cn2nnc(-c3ccccc3NC(=O)c3cccs3)n2)cc1	29	-2.4	25	-18	2	-3	-1	-0.1	7	-119	3
COc1ccc(N2CCN(CCNC(=O)C3CC(=O)N(C4CCCC4)C3)CC2)cc1 (stereo not drawn)	3	4.1	-4	5	-8	0	2	-0.1	4	-41	4
COc1ccccc1CNS(=O)(=O)c1ccc2c(c1)N(C(C)=O)CCO2	-4	-0.7	12	2	10	-1	1	0.0	8	16	1
CCOC(=O)Cn1cc(/C=C(/C#N)C(=O)NC(C)C)c2ccccc21	3	1.1	-6	2	5	-6	10	-0.2	-1	0	-4
CCOc1cccc(N)c1	-6	-2.1	1	8	5	1	-23	0.1	12	-17	1
CCOC(=O)c1c(C)nc2sc(C(=O)Nc3ccccc3)c(N)c2c1-c1ccc(OC)cc1	-74	-3.0	13	-3	7	-16	24	0.4	-153	-45	3
CCOC(=O)C(NCCOC)(NC(C)=O)C(F)(F)F (stereo not drawn)	12	-0.6	9	9	2	-5	-6	-0.2	11	-23	-4
N#CNC1=NCN(CCc2ccccc2)CN1	8	1.5	-6	-16	12	-3	-21	-0.1	-7	20	-1
CCOC(=O)c1csc(COc2ccc(OC)cc2)n1	-106	-0.2	-7	-29	-15	-3	-19	0.1	-14	-180	1
COc1cc(-c2nnc(SC/C=C/c3ccccc3)n2N)cc(OC)c1OC	8	-0.6	-2	32	-1	9	4	-0.4	10	27	0
CC1(C)CC(=O)C(=Cc2cn(-c3ccccc3)nc2-c2ccccc2)C(=O)C1	-3	-0.4	3	-11	11	3	·	0.3	3	3	2
Nc1nnc(-c2ccco2)s1	-3	2.3	2	-15	-1	18	-19	-0.2	-2	-15	1
